D2 ag – HTS Assay for Allosteric Agonists of the Human D2 Dopamine Receptor: Primary Screen for Agonists; D(2) dopamine receptor (Homo sapiens), P14416; HEK293 T-REx D2 cells, calcium flux agonist mode; activation, % at 2 µM; hit rate 0.53% among 340,000;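 active = activation over 3 SD above normal in the single-dose calcium agonist read, cut at about 30% in these data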; note: 0% is about no effect
Target sequence (P14416 whole entry, looked up): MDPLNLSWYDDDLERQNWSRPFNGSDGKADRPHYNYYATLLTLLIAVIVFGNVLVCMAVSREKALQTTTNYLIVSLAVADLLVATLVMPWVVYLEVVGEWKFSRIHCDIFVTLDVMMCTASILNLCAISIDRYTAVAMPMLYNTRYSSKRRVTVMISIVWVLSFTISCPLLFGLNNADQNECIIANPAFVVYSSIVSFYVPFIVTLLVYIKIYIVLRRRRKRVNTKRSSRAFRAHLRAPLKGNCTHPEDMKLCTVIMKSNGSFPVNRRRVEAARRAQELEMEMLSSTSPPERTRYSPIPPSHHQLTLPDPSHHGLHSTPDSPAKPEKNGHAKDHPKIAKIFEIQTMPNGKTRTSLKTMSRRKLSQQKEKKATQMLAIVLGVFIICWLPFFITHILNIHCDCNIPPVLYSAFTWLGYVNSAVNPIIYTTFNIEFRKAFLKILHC
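Tetracycline-induced HEK293 T-REx cells with force-coupled D2 receptor, plated overnight at 30 C, loaded with no-wash calcium dye. After a 10 s baseline, compound was pin-added and calcium flux read kinetically for 180 s; calcium rises flagged agonists.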
TRHR agonist – qHTS for Small Molecule Agonists and Allosteric Enhancers of Human TRH Receptor: Primary Screen for Agonists. Thyrotropin-releasing hormone receptor (Homo sapiens), P34981. TRHR cells, calcium flux fluo-8, FDSS agonist mode. activation, % at 2 µM. hit rate 0.18% among 360,000; note: 0% is about no effect
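Steps: seed TRHR cells overnight; add fluo-8 no-wash Ca dye, RT 30 min–1.5 h; record 10 s baseline; pin-transfer compounds; monitor fluorescence 1 cycle/s for the agonist window. Calcium increases flag candidate agonists.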
RXFP1 antag – qHTS Assay for Antagonists of the Relaxin Receptor RXFP1. Relaxin receptor 1 (Homo sapiens), Q9HBX9. HEK293-RXFP1, relaxin-stimulated cAMP HTRF, 30 min; stronger effect = lower value. activity change, negative = inhibition, % at 57.5 µM. hit rate 0.59% among 350,000;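 active = activity change of -60% or lower, but not beyond a set lower limit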; note: % is set by controls: 0 for no effect and ±100 for the full control effect
TRHR PAM – qHTS for Small Molecule Agonists and Allosteric Enhancers of Human TRH Receptor: Primary Screen for Enhancers. Thyrotropin-releasing hormone receptor (Homo sapiens), P34981. TRHR cells, fluo-8 calcium fluorescence, EC20 TRH enhancement. enhancement, % at 2 µM. hit rate 0.66% among 360,000. AID 493056, 2011; in the data active = enhancement above about 30%; note: 0% is about no effect
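TRHR-expressing cells loaded with fluo-8 calcium dye were read kinetically (ex 480/em 530) during compound addition, then stimulated with an EC20 of TRH (10 nM final). Enhancement of the Gq-mediated intracellular calcium response was scored.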
D1 antag – Antagonist of Human D 1 Dopamine Receptor: qHTS; AID 504652, 2011; hit rate 3.2% among 360,000; activity change, negative = inhibition, % at 10 µM; HEK293 TREx D1 cells, calcium flux, dopamine EC80; stronger effect = lower value; D(1A) dopamine receptor (Homo sapiens), P21728; in the data active = activity change below about -30%; note: % is set by controls: 0 for no effect and ±100 for the full control effect
Target sequence (P21728 whole entry, looked up): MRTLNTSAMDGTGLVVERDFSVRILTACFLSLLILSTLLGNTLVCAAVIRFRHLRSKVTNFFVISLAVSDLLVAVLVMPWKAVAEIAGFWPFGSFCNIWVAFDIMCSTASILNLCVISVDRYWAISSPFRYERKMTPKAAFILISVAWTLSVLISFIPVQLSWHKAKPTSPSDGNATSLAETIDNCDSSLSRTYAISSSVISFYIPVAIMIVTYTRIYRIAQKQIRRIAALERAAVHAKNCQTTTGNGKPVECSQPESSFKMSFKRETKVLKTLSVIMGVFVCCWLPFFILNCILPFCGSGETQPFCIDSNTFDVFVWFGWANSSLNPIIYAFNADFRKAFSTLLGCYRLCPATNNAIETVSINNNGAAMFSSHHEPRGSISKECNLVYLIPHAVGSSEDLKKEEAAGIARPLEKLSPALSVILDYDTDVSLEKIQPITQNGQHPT
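Tetracycline-induced HEK293 Trex D1 cells, force-coupled to calcium, dye-loaded; compounds added and read 180 s, then EC80 dopamine added and calcium flux tracked kinetically another 180 s.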
D1 PAM – Potentiators of Human D1 Dopamine Receptor: qHTS. D(1A) dopamine receptor (Homo sapiens), P21728. HEK293 TREx D1 cells, calcium flux, dopamine EC20 potentiation. potentiation, % at 10 µM. hit rate 0.036% among 360,000; in the data active = potentiation above about 30%; note: 0% is about no effect
D1 ag – Allosteric Agonists of the Human D1 Dopamine Receptor: qHTS. hit rate 1% among 360,000. D(1A) dopamine receptor (Homo sapiens), P21728. HEK293 T-REx D1 cells, calcium flux, agonist mode. activation, % at 2 µM; note: 0% is about no effect
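Agonism was scored from calcium flux recorded over 180 s (1 read/s) after pintool compound addition, following a 10-cycle baseline. Cells were inducible force-coupled HEK293 TREx D1, plated overnight at 30 C and loaded with no-wash calcium dye.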
D2 antag – HTS Assay for Allosteric Antagonists of the Human D2 Dopamine Receptor: Primary Screen for Antagonists; D(2) dopamine receptor (Homo sapiens), P14416; hit rate 2% among 340,000; AID 485344, 2010; inhibition, % at 10 µM; HEK293 TREx D2 cells, calcium flux, dopamine EC80; in the data active = inhibition above about 30%; note: 0% is about no effect
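In this primary screen, negative modulation is detected by tracking calcium flux after an EC80 dopamine challenge in inducible HEK293 T-REx D2 cells preexposed to test compound for 180 s.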
D2 PAM – HTS Assay for Positive Allosteric Modulators of the Human D2 Dopamine Receptor: Primary Screen for Potentiators | D(2) dopamine receptor (Homo sapiens), P14416 | HEK293 T-REx D2, calcium flux, EC20 dopamine potentiation | potentiation, % at 10 µM | hit rate 0.34% among 340,000;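 active = potentiation over 3 SD above the plate norm, cut at about 30% in these data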; note: 0% is about no effect
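Using a no-wash calcium dye in inducible, force-coupled HEK293 Trex cells expressing D2, we tracked fluorescence each second for 180 s after compound, then for 180 s after EC20 dopamine to detect augmented signalling.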
Active calls of the source: *; . = no result given; & = joins results of further samples. Cut-off read from the data, not from the text of the source, unless noted: active = activation above about 30%; inactive = the rest. Compounds as they come, and some 7.1% of all compounds hit somewhere here.

SMILES | D2 ag | TRHR agonist | RXFP1 antag | TRHR PAM | D1 antag | D1 PAM | D1 ag | D2 antag | D2 PAM
c1ccc(SCc2cn(C[C@H]3CC[C@@H]([C@@H]4CC[C@H](Cn5cc(CSc6ccccc6)nn5)O4)O3)nn2)cc1 | 0.7 | -0.3 | . | -4 | -10 | 4 | 0 | -20 | 12
CCOC(=O)Cc1c(C)nc(N)[nH]c1=O | -0.1 | 0.3 | -5 | -3 | -31* | -2 | 3 | 7 | 12
COc1ccc(Nc2nc3ccc(C)cc3nc2-n2nc(C)cc2C)cc1Cl | -0.5 | 0.2 | -12 | 3 | -4 | 2 | 0 | . | -5
Cc1ccccc1N1C(=O)CC(Nc2ccc3c(c2)OCO3)C1=O (stereo not drawn) | -0.6 | -1.1 | -3 | -4 | -4 | -3 | 7 | 31* | -2
O=C(N/N=C\c1ccc(-c2ccccc2[N+](=O)[O-])o1)C1COc2ccccc2O1 (stereo not drawn) | -0.4 | 0.3 | -10 | 2 | -36* | -6 | 1 | -10 | -12
CCN(CC)c1ccc(NC(=O)C2CCN(S(=O)(=O)c3ccc4c(c3)oc(=O)n4C)CC2)c(C)c1 | -0.6 | -0.1 | . | -1 | -1 | -1 | 0 | . | 4
CC(C)CNc1cc(Cl)c(S(=O)(=O)NCC(C)C)cc1C(=O)O | 0.6 | 1.0 | -2 | 7 | -7 | -6 | 4 | -4 | -9
O=C(CO/N=C/c1cccc([N+](=O)[O-])c1)NC1CCCCCC1 | -0.7 | -0.4 | 0 | 2 | 4 | -8 | 0 | -14 | -10
CCCCn1c(N)c(N(CC)C(=O)c2ccccc2C)c(=O)[nH]c1=O | . | 0.5 | -5 | -3 | 0 | 2 | 0 | . | .
COc1cc(S(=O)(=O)NCCCn2ccnc2)ccc1Cl | -0.3 | 0.2 | -1 | 7 | 19 | -1 | 2 | -3 | -9
CCOc1ccc(C(NC(=O)c2ccco2)c2ccc(OC)c(OC)c2)cc1 (stereo not drawn) | 0.8 | 0.9 | 12 | 5 | 1 | -10 | 1 | 14 | -10
CCC1=NN(C(=O)Cc2ccc([N+](=O)[O-])cc2)C(O)(c2ccncc2)C1 (stereo not drawn) | 0.5 | 0.9 | -10 | 10 | 2 | -2 | 6 | -7 | -4
COC(=O)/C(=C(/F)Sc1cc(C)c(O)c(C)c1)C(F)(F)F | -0.6 | -0.3 | -14 | -9 | . | -3 | 0 | 2 | -5
CC(=O)Nc1ccc(CN2CCCC(CO)(Cc3ccccc3C)C2)cc1 (stereo not drawn) | -0.5 | -2.2 | -13 | 0 | -4 | -2 | 5 | -2 | 15
COc1cc(NC(=O)CSc2nnc3c(C)cc4c(C)ccc(C)c4n23)c(C(=O)O)cc1OC | . | 3.7 | -10 | -3 | -6 | -2 | 2 | . | 4
CC(C)c1c(O)nc(SCC(=O)Nc2ccc3c(c2)CCC3)[nH]c1=O | . | -0.4 | -12 | -1 | -6 | -9 | 1 | . | .
O=C1CC(N2CCN(Cc3ccc4c(c3)OCO4)CC2)C(=O)N1c1cccc2ccccc12 (stereo not drawn) | -0.8 | 0.3 | 7 | 5 | 5 | 0 | 0 | -13 | 3
O=C(O)Cc1nc2nc3c(c(=O)n2[nH]1)CCCC3 | -0.4 | 0.9 | -4 | 1 | 8 | 4 | 3 | 5 | 1
CCCN(CC(=O)Nc1ccccc1OC)C(=O)c1ccc2c(c1)NC(=O)C(C)S2 (stereo not drawn) | 0.5 | 0.1 | 1 | -3 | 0 | . | 2 | 23 | 1
Clc1ccc(CNc2cnccn2)cc1 | . | -0.1 | -8 | -5 | 0 | -1 | 4 | . | .
Cc1cccc(C)c1N1CCN(S(=O)(=O)c2ccc(F)cc2)CC1 | 0.6 | 0.2 | -8 | 0 | -23 | 10 | 5 | -15 | -5
O=c1[nH]c(CSc2nnc3ccccn23)nc2ccccc12 | 5.0 | 0.4 | -12 | 3 | 2 | -3 | -1 | 2 | -4
CC12CN3CCN(CC(C3)/C1=N\NC(=O)c1ccccc1N)C2 | 0.4 | 0.3 | -1 | -5 | 1 | 2 | 3 | 7 | -9
CN1C(=S)SC(N(O)C=C2C=CC(=O)C=C2)C1(C)C (stereo not drawn) | -0.7 | 0.0 | 1 | -1 | -7 | 12 | 4 | 4 | -7
O=C(NCC1CCCO1)C1CC(=O)N(c2ccc(Cl)cc2)C1 (stereo not drawn) | -0.1 | 0.2 | 7 | -2 | 26 | 0 | 3 | 9 | .
CCOC(=O)c1c(NC(=O)COC(=O)Cn2c(C)nc3ccccc32)sc2c1CCCC2 | -0.3 | -1.5 | -11 | 8 | 13 | 2 | 1 | 2 | 5
COc1ccc(C(=O)Nn2cnc3ccccc3c2=O)cc1[N+](=O)[O-] | 1.3 | 1.3 | 17 | 2 | 1 | 3 | 4 | -12 | 9
COc1ccc(NC(=O)/C(C#N)=C/c2ccc(-c3ccc(Cl)c(C(=O)O)c3)o2)cc1 | -0.5 | -1.9 | -1 | 6 | -18 | -10 | 4 | -7 | 6
Cc1cc(C)c(NC(=O)CCn2c(=O)c3cccn3c3cccnc32)c(C)c1 | . | 0.0 | -4 | 6 | -2 | -3 | 1 | . | 2
CC(=O)c1ccc(Oc2cc(-c3ccccc3)nc(-c3ccccc3)n2)cc1 | 1.1 | 1.9 | -11 | 20 | 6 | -3 | 4 | -5 | 4
CCOc1ccccc1NC(=O)CCc1c(C)nc2cc(-c3ccccc3)nn2c1C | -0.5 | 0.0 | . | 1 | 13 | -2 | 4 | . | 11
c1ccc(-c2ccccc2OCCCN2CCCCC2)cc1 | -0.5 | 0.7 | -13 | 5 | -54* | -3 | 15 | 43* | -30
Cc1ccc(-c2cc(N)n(-c3ccc(C)cc3)n2)cc1 | -0.3&-0.2 | -1.1&-0.1 | -22&-11 | 1&-4 | -25&1 | -1&-1 | 0&1 | -1 | -5&-2
Cc1ccc(C2=N/C(=C\c3ccc(F)cc3)C(=O)N2)cc1 | 2.0 | 0.7 | -12 | 6 | 2 | . | 4 | -13 | -9
CCN(CC)CCNC(=O)c1ccc(NC(=O)c2ccccc2-c2ccc(C(F)(F)F)cc2)cc1 | 0.4 | -0.4 | -8 | -2 | -19 | -3 | 70* | 3 | 10
Cc1c(Cl)cccc1NC(=S)/C(=C(\[O-])c1ccc(Cl)s1)[n+]1ccccc1 | -0.5 | -0.6 | -15 | 10 | -20 | -6 | 0 | -3 | 14
Cc1cccc(Cn2c(C(=O)OC(C)C)cc3c2ccn3C)c1 | 0.5 | 0.3 | -3 | -7 | -3 | 0 | 4 | -2 | 5
C[C@@]12CCC[C@@](C)(C(=O)O)C1CC[C@@]13C[C@@H](NCc4ccccc4)[C@@](C)(CCC12)C3 (stereo partly drawn) | 0.3 | -0.1 | . | -3 | . | 5 | 3 | -5 | -3
O=C1C=C(NC2CC2)C2(CCCCC2)O1 | 2.4 | 0.3 | -8 | -3 | 1 | -2 | 2 | -3 | 1
OCCN1CCN(C(c2ccccc2Cl)c2sc3nc(-c4ccco4)nn3c2O)CC1 (stereo not drawn) | . | 0.4 | 5 | -3 | . | -1 | 5 | . | -23

An excerpt from above in order of length of the SMILES, rising:
SMILES | D2 ag | TRHR agonist | RXFP1 antag | TRHR PAM | D1 antag | D1 PAM | D1 ag | D2 antag | D2 PAM
O=C1C=C(NC2CC2)C2(CCCCC2)O1 | 2.4 | 0.3 | -8 | -3 | 1 | -2 | 2 | -3 | 1
c1ccc(-c2ccccc2OCCCN2CCCCC2)cc1 | -0.5 | 0.7 | -13 | 5 | -54* | -3 | 15 | 43* | -30
Cc1ccc(-c2cc(N)n(-c3ccc(C)cc3)n2)cc1 | -0.3&-0.2 | -1.1&-0.1 | -22&-11 | 1&-4 | -25&1 | -1&-1 | 0&1 | -1 | -5&-2
Cc1cccc(Cn2c(C(=O)OC(C)C)cc3c2ccn3C)c1 | 0.5 | 0.3 | -3 | -7 | -3 | 0 | 4 | -2 | 5
Cc1ccc(C2=N/C(=C\c3ccc(F)cc3)C(=O)N2)cc1 | 2.0 | 0.7 | -12 | 6 | 2 | . | 4 | -13 | -9
COc1ccc(C(=O)Nn2cnc3ccccc3c2=O)cc1[N+](=O)[O-] | 1.3 | 1.3 | 17 | 2 | 1 | 3 | 4 | -12 | 9
CCOc1ccccc1NC(=O)CCc1c(C)nc2cc(-c3ccccc3)nn2c1C | -0.5 | 0.0 | . | 1 | 13 | -2 | 4 | . | 11
Cc1cc(C)c(NC(=O)CCn2c(=O)c3cccn3c3cccnc32)c(C)c1 | . | 0.0 | -4 | 6 | -2 | -3 | 1 | . | 2
OCCN1CCN(C(c2ccccc2Cl)c2sc3nc(-c4ccco4)nn3c2O)CC1 (stereo not drawn) | . | 0.4 | 5 | -3 | . | -1 | 5 | . | -23
CCN(CC)CCNC(=O)c1ccc(NC(=O)c2ccccc2-c2ccc(C(F)(F)F)cc2)cc1 | 0.4 | -0.4 | -8 | -2 | -19 | -3 | 70* | 3 | 10
C[C@@]12CCC[C@@](C)(C(=O)O)C1CC[C@@]13C[C@@H](NCc4ccccc4)[C@@](C)(CCC12)C3 (stereo partly drawn) | 0.3 | -0.1 | . | -3 | . | 5 | 3 | -5 | -3

Going on with the list:
SMILES | D2 ag | TRHR agonist | RXFP1 antag | TRHR PAM | D1 antag | D1 PAM | D1 ag | D2 antag | D2 PAM
O=S(=O)(NCC1(N2CCOCC2)CCCCC1)c1ccc(F)cc1 | 1.9 | -0.5 | -3 | 6 | 30 | -6 | 0 | -1 | -6
NC(=O)CSc1nnc(Cc2ccc3c(c2)OCO3)o1 | 0.3 | 0.1 | -2 | -3 | -9 | 2 | 4 | -7 | 0
CCc1ccc(C(=O)COC(=O)c2cccs2)cc1 | -0.7 | 0.0 | -9 | 0 | -16 | -5 | 1 | -4 | -3
O=C(COc1ccccc1)NCC(=O)N1CCCCCC1 | 0.1 | 0.8 | 5 | -8 | 41 | -1 | 0 | 9 | 4

Screening data deposited in PubChem BioAssay by National Center for Advancing Translational Sciences (NCATS).
